Source: PubChem
RXFP1 antagonist: RXFP1 (human) relaxin receptor antagonism; Q9HBX9; HEK293-RXFP1, relaxin-stimulated cAMP HTRF, 30 min; stronger effect = lower value; activity change, negative = inhibition, % at 57.5 µM; 350,000 tested, 0.59% active; AID 1259400;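 active = activity change of -60% or lower, but not beyond a set lower limit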; note: % is set by controls: 0 for no effect and ±100 for the full control effect
D1 potentiator: potentiators of human D1 dopamine receptor. potentiation, % at 10 µM. P21728. 360,000 tested, 0.036% active. HEK293 TREx D1 cells, calcium flux, dopamine EC20 potentiation; in the data active = potentiation above about 30%; note: 0% is about no effect
Target sequence (P21728 whole entry, looked up): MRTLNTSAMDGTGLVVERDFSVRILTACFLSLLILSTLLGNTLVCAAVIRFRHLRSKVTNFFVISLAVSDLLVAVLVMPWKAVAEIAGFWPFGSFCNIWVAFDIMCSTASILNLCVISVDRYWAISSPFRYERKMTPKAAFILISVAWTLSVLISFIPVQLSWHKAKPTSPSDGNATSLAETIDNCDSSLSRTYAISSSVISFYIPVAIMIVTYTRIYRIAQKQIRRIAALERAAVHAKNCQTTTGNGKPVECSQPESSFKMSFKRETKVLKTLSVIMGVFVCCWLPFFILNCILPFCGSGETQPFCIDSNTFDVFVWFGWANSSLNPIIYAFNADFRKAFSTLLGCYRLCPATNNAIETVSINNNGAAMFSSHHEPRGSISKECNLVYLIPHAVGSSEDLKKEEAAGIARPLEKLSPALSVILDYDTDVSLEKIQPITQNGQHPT
TRHR PAM: allosteric enhancers of human TRH receptor; 360,000 tested, 0.66% active; enhancement, % at 2 µM; P34981; TRHR cells, fluo-8 calcium fluorescence, EC20 TRH enhancement; AID 493056; in the data active = enhancement above about 30%; note: 0% is about no effect
Target sequence (P34981 whole entry, looked up): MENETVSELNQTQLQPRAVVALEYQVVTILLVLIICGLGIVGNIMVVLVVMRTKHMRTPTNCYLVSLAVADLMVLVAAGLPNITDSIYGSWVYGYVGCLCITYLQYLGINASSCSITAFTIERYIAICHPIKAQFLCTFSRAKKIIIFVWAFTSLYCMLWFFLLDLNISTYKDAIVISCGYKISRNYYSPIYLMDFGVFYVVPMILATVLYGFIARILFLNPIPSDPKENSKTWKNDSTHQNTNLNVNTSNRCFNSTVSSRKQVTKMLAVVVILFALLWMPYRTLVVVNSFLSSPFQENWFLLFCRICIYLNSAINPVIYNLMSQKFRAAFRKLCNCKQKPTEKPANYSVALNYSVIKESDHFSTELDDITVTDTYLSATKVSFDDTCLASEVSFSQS
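TRHR-expressing cells loaded with fluo-8 calcium dye were read kinetically (ex 480/em 530) during compound addition, then stimulated with an EC20 of TRH (10 nM final). Enhancement of the Gq-mediated intracellular calcium response was scored.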
D2 agonist: agonists of human D2 dopamine receptor; P14416; HEK293 T-REx D2 cells, calcium flux agonist mode; activation, % at 2 µM; 340,000 tested, 0.53% active; AID 485358;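 active = activation over 3 SD above normal in the single-dose calcium agonist read, cut at about 30% in these data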; note: 0% is about no effect
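Tetracycline-induced HEK293 Trex cells with D2 receptor force-coupled to calcium signaling, plated overnight at 30 C and loaded with no-wash calcium dye. Calcium flux read kinetically for 180 s after compound addition; responses flag agonists.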
TRHR agonist: agonists of human TRH receptor. P34981. TRHR cells, calcium flux fluo-8, FDSS agonist mode. activation, % at 2 µM. 360,000 tested, 0.18% active. AID 493084; note: 0% is about no effect
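Read-out: compound-evoked intracellular calcium rise in TRHR cells, fluo-8 dye, kinetic FDSS fluorescence at 1 s/cycle following a 10-cycle baseline. Cells cultured overnight before dye loading (30 min–1.5 h, RT).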
D1 ag: human D1 receptor agonism. 360,000 tested, 1% active. activation, % at 2 µM. AID 504660. P21728. HEK293 T-REx D1 cells, calcium flux, agonist mode; note: 0% is about no effect
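Inducible HEK293 T-REx D1 cells, force-coupled to calcium signalling, were plated at 4000 cells/well with tetracycline and held overnight at 30 C. After no-wash calcium dye loading, compound-evoked calcium rise over 180 s flagged agonists.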
D1 antagonist: antagonists of human D1 dopamine receptor | P21728 | HEK293 TREx D1 cells, calcium flux, dopamine EC80; stronger effect = lower value | activity change, negative = inhibition, % at 10 µM | 360,000 tested, 3.2% active | AID 504652; in the data active = activity change below about -30%; note: % is set by controls: 0 for no effect and ±100 for the full control effect
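Kinetic fluorescence of a calcium dye serves as the read-out. D1-expressing Hek293 Trex cells, induced overnight at 30 C, are exposed to compound for 180 s before an EC80 dopamine addition, then read 180 s further.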
D2 potentiator: D2 dopamine receptor (human) potentiation; potentiation, % at 10 µM; HEK293 T-REx D2, calcium flux, EC20 dopamine potentiation; 340,000 tested, 0.34% active; P14416;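 active = potentiation over 3 SD above the plate norm, cut at about 30% in these data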; note: 0% is about no effect
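Using a no-wash calcium dye in inducible, force-coupled HEK293 Trex cells expressing D2, we tracked fluorescence each second for 180 s after compound, then for 180 s after EC20 dopamine to detect augmented signalling.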
D2 antag: antagonizes the human D2 dopamine receptor; P14416; HEK293 TREx D2 cells, calcium flux, dopamine EC80; inhibition, % at 10 µM; 340,000 tested, 2% active; AID 485344; in the data active = inhibition above about 30%; note: 0% is about no effect
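In this primary screen, negative modulation is detected by tracking calcium flux after an EC80 dopamine challenge in inducible HEK293 T-REx D2 cells preexposed to test compound for 180 s.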
The depositor's hits bear a star; / = not tested or not shown; & = joins results of further samples. Cut-off read from the data, not from the text of the source, unless noted: active = activation above about 30%; inactive = the rest. Compounds as they come, and some 7.1% of all compounds hit somewhere here.

1: CCN(CC(=O)Nc1c(F)cccc1F)C(=O)c1cc(S(=O)(=O)NCc2ccccc2)ccc1C
2: COc1ccc(C/C(C)=N\NC(=O)c2cn(C)c3ccccc23)cc1OC
3: C=CCNC(=O)/C=C/c1cccs1
4: COc1cc2c(cc1OC)CN(CC(=O)Nc1ccc(F)cc1F)CC2
5: COc1ccc(C2CC(c3ccccc3)=NN2C(=O)COC(=O)/C=C/c2ccc(O)c(OC)c2)cc1 (stereo not drawn)
6: COc1ccccc1NC(=O)COC(=O)CNC(=O)c1ccc(OC)c(OC)c1
7: Cc1n[nH]c(C)c1NC(=O)c1cc([N+](=O)[O-])ccc1Cl
8: COc1ccc(CCC(=O)Nc2sccc2C#N)cc1
screen / no.,1,2,3,4,5,6,7,8
RXFP1 antagonist,-5,-1,-19,-15,-8,-13,-6,1
D1 potentiator,-2,4,4,-7,-6,2,7,-9
TRHR PAM,-3,-1,3,-2,7,7,6,7
D2 agonist,2.2,-0.5,1.1,0.2,-2.0,-1.3,0.9,-3.1
TRHR agonist,-0.2,-0.1,-0.5,0.0,-0.2,-0.4,3.3,-0.4
D1 ag,-2,1,1,2,2,1,3,2
D1 antagonist,15,10,1,-5,1,16,-2,10
D2 potentiator,-1,1,15,-14,8,11,-6,17
D2 antag,-3,-14,-11,4,18,5,-2,2

9: Cc1ccc2ccc[n+](Cc3ccccc3)c2c1
10: CC(C(=O)N1CCOCCOCCOCC1)N1C(=O)c2ccccc2C1=O (stereo not drawn)
11: COC(=O)c1ccc(-n2nnnc2SCC(=O)Nc2ccccc2OC)cc1
12: CCCC(=O)n1nc(-c2cccnc2)nc1N
13: CCOC(=O)Cn1c(=O)oc2cc(S(=O)(=O)N3CCN(c4ccccn4)CC3)ccc21
14: COc1ccccc1N1CCN(C(c2ccc(N(C)C)cc2)c2nnnn2CCc2ccccc2)CC1 (stereo not drawn)
15: Cc1nnc(NC2CCCCC2)[nH]c1=O
16: CCc1ccc(CNC(=O)c2ccc(-c3nc(CS(=O)(=O)c4ccccc4)c(C)o3)cc2)cc1
screen / no.,9,10,11,12,13,14,15,16
RXFP1 antagonist,/,10,-8,-4,/,-11,-3,-3
D1 potentiator,1,1,-5,-2,-2,-5,-2,-1
TRHR PAM,0,3,5,0,6,2,3,3
D2 agonist,0.2,0.9,0.8,0.3,-1.0,0.1,0.6,-0.1
TRHR agonist,0.1,0.2,-0.2,-0.1,-0.5,-0.6,1.2,0.6
D1 ag,4,3,3,3,1,9,3,4
D1 antagonist,0,15,-12,-2,-20,2,-3,3
D2 potentiator,-13,0,11,3,3,4,/,-6
D2 antag,-1,-14,-8,13,-25,12,1,/

17: Cc1cc(Cl)c(S(=O)(=O)Nc2ccc3c(c2)OCCO3)cc1OCC(=O)NC1CCCCC1
18: CCC(C)NC(=O)c1cn(CC)c2ccc(S(=O)(=O)N3CCCCC3)cc2c1=O (stereo not drawn)
19: O=C(NC1CCCC1)C(c1c(F)cccc1Cl)N(C(=O)c1csnn1)C1CC1 (stereo not drawn)
20: COc1ccc(CCNS(=O)(=O)CC23CCC(CC2=O)C3(C)C)cc1OC (stereo not drawn)
21: COc1ccc(-n2c(=O)c3ccccc3n(CC(=O)Nc3ccccc3OC)c2=O)cc1
22: COc1ccc(-c2nnc3n2N(C(C)=O)C(c2ccc(Cl)c(Cl)c2)=C(C(C)=O)S3)cc1
23: CC(C)CN(C(=O)c1ccc(S(=O)(=O)N2CCCC2)cc1)C1CCS(=O)(=O)C1 (stereo not drawn)
24: CCOC(CNc1cc(C)nc2c(-c3ccccc3OC)c(C)nn12)OCC
screen / no.,17,18,19,20,21,22,23,24
RXFP1 antagonist,-7,6&-5,1,-4,13,-1,-8,-5
D1 potentiator,-2,1&9,-4,1,1&2,-1,1,-14
TRHR PAM,-14,-7&20,2,7,0&-1,3,-3,8
D2 agonist,/,0.6&-0.7,0.8,1.1,0.4&-0.7,0.7,0.6,-1.8
TRHR agonist,-1.2,-0.7&-1.0,-0.2,0.5,0.1&1.1,0.8,0.0,0.0
D1 ag,3,0&0,0,2,1&1,2,2,2
D1 antagonist,0,8&0,-6,11,10&-11,/,34,-25
D2 potentiator,11,5&18,0,-4,-1&5,-1,0,1
D2 antag,/,-4,-8,-6,-1,/,-21,3

25: COc1ccc(N2CCN(C(=O)CSc3nnc(-c4cccnc4)n3-c3ccc(F)cc3)CC2)cc1
26: COc1ccc(NC(=O)c2ccc(-c3ccc([N+](=O)[O-])cc3)o2)cc1OC
27: CC1=C(C(=O)NCCN2CCN(C)CC2)C2(CCC(C)CC2)OC1=O (stereo not drawn)
28: O=C(c1ccc(Br)cc1)N(Cc1cccs1)c1ccc(F)cc1
29: Cc1c(Cl)cccc1NC(=O)CCN1CCOCC1
30: Cc1[nH]c(C)c(S(=O)(=O)N(Cc2ccccc2)C(C)(C)C)c1C(=O)N1CCCC1
31: O=C(CSc1nnc(CNc2ccc(F)cc2)n1-c1ccccc1)N1CCOCC1
32: Cc1cc(NC(=O)Nc2ccc(F)cc2F)n(C)n1
screen / no.,25,26,27,28,29,30,31,32
RXFP1 antagonist,14,-17,8,/,2,5,-6,-2
D1 potentiator,-1,-4,-7,-3,3,-1,-3,6
TRHR PAM,-7,-5,4,-1,4,-2,-7,1
D2 agonist,-0.9,-2.0,0.1,0.8,1.2,1.5,0.5,6.3
TRHR agonist,-0.4,-0.8,1.3,0.4,0.1,0.6,0.6,0.0
D1 ag,0,0,3,10,3,2,1,1
D1 antagonist,-16,9,3,-5,6,4,-2,13
D2 potentiator,4,-11,23,-7,9,-3,-4,-5
D2 antag,-8,12,61*,/,-3,-26,24,13

33: Cc1ccc(NN2C(=O)C=CC2=O)cc1
34: Cn1nc(C(=O)OCC(=O)Nc2cccc(S(=O)(=O)N3CCCC3)c2)c2ccccc2c1=O
35: O=C(Nc1ccc(C(=O)NCC2CCN(Cc3ccccc3F)CC2)cc1)C1=CSCCO1
36: Cc1ccc(S(=O)(=O)N(C)C)cc1NC(=O)COC(=O)C1(c2ccccc2)CC1
37: O=C(Cn1nc(-c2ccccc2)ccc1=O)Nc1ccc(N2CCN(C(=O)c3ccccc3)CC2)cc1
38: O=C(NNC(=O)c1cccs1)c1ccc(Br)o1
39: FC(F)(F)c1cc(-c2ccc(Cl)cc2)nc2ncnn12
40: Cn1cc(SCC(=O)O)c2ccccc21
screen / no.,33,34,35,36,37,38,39,40
RXFP1 antagonist,-2,-10,-3,-3,-13,-1,-3,-12
D1 potentiator,-4,-3,-3,-3,-1,-1,-4,10
TRHR PAM,0,0,1,-1,-3,2,1,-4
D2 agonist,0.2,-0.4,0.6,-0.4,0.0,-0.5,/,-0.2
TRHR agonist,0.0,0.0,0.0,-0.6,0.0,-0.5,-1.0,0.8
D1 ag,2,8,4,0,0,2,1,3
D1 antagonist,3,-10,3,-18,-10,4,7,-4
D2 potentiator,0,3,-7,-7,4,7,/,-6
D2 antag,-1,28,-12,-4,-18,7,/,18

41: Cc1cc(C(=O)COC(=O)c2ccc3c(c2)OCO3)c(C)n1Cc1cccs1
42: O=C(O)c1c2c(nc3ccc(S(=O)(=O)N4CCC(C(=O)N5CCCCC5)CC4)cc13)CCCC2
43: COc1cccc(C(=O)N/N=C/c2ccc(Oc3ccc([N+](=O)[O-])cn3)c(OC)c2)c1
44: COc1nc(N/N=C/c2ccc(-c3ccccc3[N+](=O)[O-])o2)nc(N2CCOCC2)n1
45: CC1CCN(C(=O)c2[nH]cnc2C(=O)N[C@@H](CCCCNC(=O)OC(C)(C)C)C(=O)OC(C)(C)C)CC1
46: O=C(CCCCl)OCc1cn(-c2ccc(Cl)cc2)nn1
47: COc1ccc(CN(Cc2cccnc2)C(=S)NCCc2ccccc2)cc1OC
48: CCOc1ccc(NC(=O)CN(C)S(=O)(=O)c2ccc3c(c2)c(=O)n(C)c(=O)n3C)cc1
49: CC(=O)Nc1sc(C)c(C)c1C(=O)OCC(=O)N(CCC#N)c1cc(C)cc(C)c1
screen / no.,41,42,43,44,45,46,47,48,49
RXFP1 antagonist,-20,/,-5,4,/,-19,-12,/,-9
D1 potentiator,2,/,-1,-5,0,-3,-3,-2,10
TRHR PAM,5,14,3,2,-6,2,3,-2,5
D2 agonist,0.1,1.1,0.8,-1.0,0.1,-1.3,-0.7,-1.3,-0.9
TRHR agonist,0.9,0.4,1.6,-0.6,-1.1,0.5,0.1,-0.3,-0.1
D1 ag,6,3,4,1,0,-1,21,-1,6
D1 antagonist,2,-15,3,-10,0,14,-28,-25,-17
D2 potentiator,-2,18,-18,1,-3,-2,3,-5,14
D2 antag,-1,-24,-11,-2,2,-25,5,/,8

A second format for part of the listing above.
Values run as follows: RXFP1 antagonist	D1 potentiator	TRHR PAM	D2 agonist	TRHR agonist	D1 ag	D1 antagonist	D2 potentiator	D2 antag
38	O=C(NNC(=O)c1cccs1)c1ccc(Br)o1
 : -1	-1	2	-0.5	-0.5	2	4	7	7
39	FC(F)(F)c1cc(-c2ccc(Cl)cc2)nc2ncnn12
 : -3	-4	1	/	-1.0	1	7	/	/
40	Cn1cc(SCC(=O)O)c2ccccc21
 : -12	10	-4	-0.2	0.8	3	-4	-6	18
41	Cc1cc(C(=O)COC(=O)c2ccc3c(c2)OCO3)c(C)n1Cc1cccs1
 : -20	2	5	0.1	0.9	6	2	-2	-1
42	O=C(O)c1c2c(nc3ccc(S(=O)(=O)N4CCC(C(=O)N5CCCCC5)CC4)cc13)CCCC2
 : /	/	14	1.1	0.4	3	-15	18	-24
43	COc1cccc(C(=O)N/N=C/c2ccc(Oc3ccc([N+](=O)[O-])cn3)c(OC)c2)c1
 : -5	-1	3	0.8	1.6	4	3	-18	-11
44	COc1nc(N/N=C/c2ccc(-c3ccccc3[N+](=O)[O-])o2)nc(N2CCOCC2)n1
 : 4	-5	2	-1.0	-0.6	1	-10	1	-2
45	CC1CCN(C(=O)c2[nH]cnc2C(=O)N[C@@H](CCCCNC(=O)OC(C)(C)C)C(=O)OC(C)(C)C)CC1
 : /	0	-6	0.1	-1.1	0	0	-3	2
46	O=C(CCCCl)OCc1cn(-c2ccc(Cl)cc2)nn1
 : -19	-3	2	-1.3	0.5	-1	14	-2	-25
47	COc1ccc(CN(Cc2cccnc2)C(=S)NCCc2ccccc2)cc1OC
 : -12	-3	3	-0.7	0.1	21	-28	3	5
